D2 antag – antagonizes the human D2 dopamine receptor; HEK293 TREx D2 cells, calcium flux, dopamine EC80; AID 485344; P14416; inhibition, % at 10 µM; 340,000 compounds, 2% hits; in the data active = inhibition above about 30%; note: 0% is about no effect
Target sequence (P14416 whole entry, looked up): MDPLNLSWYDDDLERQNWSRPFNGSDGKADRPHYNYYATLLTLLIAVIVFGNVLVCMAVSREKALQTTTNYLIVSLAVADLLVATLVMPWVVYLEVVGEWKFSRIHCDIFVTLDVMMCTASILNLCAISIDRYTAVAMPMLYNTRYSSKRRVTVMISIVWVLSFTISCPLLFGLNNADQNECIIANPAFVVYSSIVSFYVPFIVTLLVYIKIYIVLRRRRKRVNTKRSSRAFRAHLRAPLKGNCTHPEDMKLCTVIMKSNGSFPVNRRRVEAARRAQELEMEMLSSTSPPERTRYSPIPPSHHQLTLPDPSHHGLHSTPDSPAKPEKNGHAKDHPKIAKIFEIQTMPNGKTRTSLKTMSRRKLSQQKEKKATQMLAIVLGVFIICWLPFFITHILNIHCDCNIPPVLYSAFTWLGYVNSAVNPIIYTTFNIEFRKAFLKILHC
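In this primary screen, negative modulation is detected by tracking calcium flux after an EC80 dopamine challenge in inducible HEK293 T-REx D2 cells preexposed to test compound for 180 s.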
TrxR1 inh – blocks rat thioredoxin reductase 1 | Potency, µM (series often up to 114 µM), for the others: at the highest dose activity change, negative = inhibition, most hits filed as inhibitors | 390,000 compounds, 1% hits | O89049 | recombinant rTrxR1, NADPH fluorescence consumption, selenite substrate | AID 588453; note: potency is the fitted concentration of half-maximal effect; % is set by controls: 0 for no effect and ±100 for the full control effect; nearly all actives have a fitted effect of over 65% in size
Target sequence (O89049 whole entry, looked up): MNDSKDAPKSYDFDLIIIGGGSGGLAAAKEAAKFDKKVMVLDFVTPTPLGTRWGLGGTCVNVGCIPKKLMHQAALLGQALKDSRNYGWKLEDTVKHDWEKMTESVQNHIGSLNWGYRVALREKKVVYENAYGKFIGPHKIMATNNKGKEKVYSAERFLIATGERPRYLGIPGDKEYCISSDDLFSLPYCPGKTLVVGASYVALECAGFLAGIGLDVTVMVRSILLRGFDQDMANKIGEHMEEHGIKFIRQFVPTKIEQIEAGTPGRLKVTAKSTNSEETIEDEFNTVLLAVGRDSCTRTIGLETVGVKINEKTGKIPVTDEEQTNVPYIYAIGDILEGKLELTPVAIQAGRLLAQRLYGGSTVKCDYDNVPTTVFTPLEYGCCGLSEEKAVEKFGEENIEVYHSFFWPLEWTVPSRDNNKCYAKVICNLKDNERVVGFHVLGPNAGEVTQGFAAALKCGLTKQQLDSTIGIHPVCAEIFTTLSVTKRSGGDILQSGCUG
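Rat TrxR1 (90 nM in the dispensed reagent) was pre-reduced with 400 uM NADPH for 5 min at room temperature, then incubated with compound for 15 min. After 400 uM selenite was added, NADPH fluorescence (Ex 340/Em 450 nm) was followed for 8 min.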
USP1 inh – USP1/UAF1 (human) deubiquitinase inhibition; O94782; recombinant USP1/UAF1, Ub-Rhodamine cleavage fluorescence; Potency, µM (highest dose often 57.1 µM), for the others: top-dose activity change, negative = inhibition, actives largely listed as inhibitors; 390,000 compounds, 0.23% hits; AID 743255; note: potency is the fitted concentration of half-maximal effect; % is set by controls: 0 for no effect and ±100 for the full control effect; nearly all actives have a fitted effect of over 60% in size; inactives centre near -12
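USP1/UAF1 complex at 1 nM was preincubated with compound for 15 min at room temperature, then Ub-Rho substrate (150nM final) was added. Fluorescence (480/540 nm) was read kinetically, 6 reads every 60 seconds.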
TRHR enhancer – allosteric enhancers of human TRH receptor; enhancement, % at 2 µM; 360,000 compounds, 0.66% hits; AID 493056; TRHR cells, fluo-8 calcium fluorescence, EC20 TRH enhancement; P34981; in the data active = enhancement above about 30%; note: 0% is about no effect
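TRHR-expressing cells loaded with fluo-8 calcium dye were read kinetically (ex 480/em 530) during compound addition, then stimulated with an EC20 of TRH (10 nM final). Enhancement of the Gq-mediated intracellular calcium response was scored.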
IDH1 R132H inh – blocks human mutant IDH1 R132H enzyme; O75874; IDH1-R132H enzyme, NADPH consumption, diaphorase/resazurin fluorescence; Potency, µM (series often up to 76.6 µM), for inactives: top-dose activity change, negative = inhibition, actives largely listed as inhibitors; 390,000 compounds, 0.093% hits; AID 602179; note: potency is the fitted concentration of half-maximal effect; % is set by controls: 0 for no effect and ±100 for the full control effect; nearly all actives have a fitted effect of over 65% in size
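IDH1-R132H (0.5 ug/mL dispensed) in pH 7.5 Tris buffer was preincubated 30 min with compound, then given a substrate mix of 0.016 mM NADPH and 2 mM alpha-KG for 80 min at room temperature; remaining NADPH was read by diaphorase/resazurin fluorescence.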
D2 agonist – activates the human D2 dopamine receptor. HEK293 T-REx D2 cells, calcium flux agonist mode. activation, % at 2 µM. 340,000 compounds, 0.53% hits. AID 485358;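 active = activation over 3 SD above normal in the single-dose calcium agonist read, cut at about 30% in these data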; note: 0% is about no effect
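In this primary screen, compounds producing a positive calcium signal within 180 s of addition to tetracycline-induced, force-coupled HEK293 Trex D2 cells are flagged; cells are dye-loaded with a no-wash calcium kit beforehand.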
TRHR agonist – TRH receptor (human) agonism | P34981 | activation, % at 2 µM | TRHR cells, calcium flux fluo-8, FDSS agonist mode | AID 493084 | 360,000 compounds, 0.18% hits; in the data active = activation above about 30%; note: 0% is about no effect
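In this calcium-flux screen, cells bearing human TRHR are dye-loaded with fluo-8, baselined for 10 cycles, then exposed to library compounds; positive kinetic calcium responses during the agonist phase mark hits, with TRH as control.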
TrxR1 substrate – rat thioredoxin reductase 1 substrate activity; O89049; purified TrxR1 substrate turnover, NADPH consumption readout; Potency, µM (top dose mostly 114 µM), without a hit: at the top dose activity change, negative = substrate turnover; 390,000 compounds, 0.01% hits; AID 588456; note: potency is the fitted concentration of half-maximal effect; % is set by controls: 0 for no effect and ±100 for the full control effect; nearly all actives have a fitted effect of over 50% in size
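Rat TrxR1, dispensed at 90 nM, was prereduced with 400 uM NADPH (final) for 5 min at ~22 deg C, then incubated with compound 15 min before 400 uM selenite. A first-read NADPH fluorescence drop versus no-compound background flagged substrates.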
Pin1 inh – blocks the human prolyl isomerase Pin1; 390,000 compounds, 0.009% hits; Q13526; Potency, µM (doses to about 115 µM), without a hit: at the top dose activity, negative = inhibition, hits mostly inhibitors; AID 504891; Pin1 FP peptide displacement, HiFluor488, 10 min; active = well fitted inhibition curve with a large enough effect in the polarisation, with a control signal flat, not every such curve was filed as active; inconclusive = small, poorly fitted or top-dose-only effect, or effect the other way, or a change in a side signal; inactive = no such curve, though single readings can be large or run the other way; the % refers to the polarisation; note: potency is the fitted concentration of half-maximal effect; % is set by controls: 0 for no effect and ±100 for the full control effect
Target sequence (Q13526 whole entry, looked up): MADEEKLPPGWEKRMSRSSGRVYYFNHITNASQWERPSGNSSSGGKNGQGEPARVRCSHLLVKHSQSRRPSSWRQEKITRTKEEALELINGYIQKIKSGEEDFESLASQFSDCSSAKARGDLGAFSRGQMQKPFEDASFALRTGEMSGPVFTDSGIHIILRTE
* hit, by the source's call; ? = inconclusive; nt = no result given; & = joins results of further samples; [ ] = dose if it differs, or a comment. Unless noted, calls come from the whole dose curve; as a rule, active = well fitted inhibition curve with a large enough effect; inconclusive = small, poorly fitted or top-dose-only effect; inactive = no such curve, though single readings can be large or run the other way. An excerpt. The share of hits here may be higher or lower than overall.

SMILES	D2 antag	TrxR1 inh	USP1 inh	TRHR enhancer	IDH1 R132H inh	D2 agonist	TRHR agonist	TrxR1 substrate	Pin1 inh
COc1cc(C2c3c(oc4ccccc4c3=O)C(=O)N2c2nccs2)ccc1O (configuration not stated)	9	?	-10%	1	0%	-0.6	-0.1	-16%	5%
CCOc1ccccc1Nc1sc(C(=O)c2ccc(Cl)cc2)c(N)c1S(=O)(=O)c1ccccc1	nt	12%[57.1 µM]	-17%	-4	-7%	0.4	0.1	0%[57.1 µM]	30%[activator]
Cc1cccc(N(CC(=O)Nc2c(C)n(C)n(-c3ccccc3)c2=O)S(C)(=O)=O)c1	4	3%	-2%	3	4%	-1.3	-1.3	1%	-1%
COc1cccc(-c2nnc(SCC(=O)N3CCC(C)CC3)o2)c1	nt	3%	-15%	6	8%	-0.9	-0.5	-1%	2%
Cc1nc2cccnc2n1C1CCN(C(=O)Nc2ccccc2)CC1	nt	17%[57.1 µM]	-4%	0	25%	1.6	1.2	4%[57.1 µM]	6%
NC(=O)c1cc(S(=O)(=O)NCc2ccc(Br)cc2)cs1	6	19%	-23%&-21%	-13&13	-4%&-2%	0.4&0.3	-0.2&0.1	5%	-4%&-5%
Cc1ccc(C(=O)Nc2ncn[nH]2)cc1	-7	11%[57.1 µM]	-16%	21	4%	0.0	-0.6	8%[57.1 µM]	-9%
Cn1cc([N+](=O)[O-])c(C(=O)Nc2ccc(C(=O)N3CCCCC3)cc2)n1	-2	-6%	-8%	0	-6%	-0.6	-0.3	4%[57.1 µM]	-8%
COc1ccccc1NS(=O)(=O)c1cc(NC(=O)c2ccncc2)ccc1N1CCOCC1	-12	4%	-3%	1	-11%	-2.2	-0.3	-7%	2%
CC1C=CCC2C(=O)N(c3cccc(C(=O)Nc4ccc(F)cc4)c3)C(=O)C12 (configuration not stated)	2	3%	-19%	7	9%	-0.2	-0.2	-3%	5%
O=C(Nc1ccc(S(=O)(=O)NC2=NCCCCC2)cc1)c1ccc([N+](=O)[O-])s1	-20	-9%	-15%	12	1%	0.5	0.5	-3%	1%
COCCN(C(=S)Nc1ccccc1C)C(C)c1ccco1 (configuration not stated)	-12	24%[57.1 µM]	?	-1	7%	-1.1	-0.2	7%[57.1 µM]	1%

Reprinted from the part before: 4 compounds; new compounds follow.
SMILES	D2 antag	TrxR1 inh	USP1 inh	TRHR enhancer	IDH1 R132H inh	D2 agonist	TRHR agonist	TrxR1 substrate	Pin1 inh
COc1ccccc1NS(=O)(=O)c1cc(NC(=O)c2ccncc2)ccc1N1CCOCC1	-12	4%	-3%	1	-11%	-2.2	-0.3	-7%	2%
CC1C=CCC2C(=O)N(c3cccc(C(=O)Nc4ccc(F)cc4)c3)C(=O)C12 (configuration not stated)	2	3%	-19%	7	9%	-0.2	-0.2	-3%	5%
O=C(Nc1ccc(S(=O)(=O)NC2=NCCCCC2)cc1)c1ccc([N+](=O)[O-])s1	-20	-9%	-15%	12	1%	0.5	0.5	-3%	1%
COCCN(C(=S)Nc1ccccc1C)C(C)c1ccco1 (configuration not stated)	-12	24%[57.1 µM]	?	-1	7%	-1.1	-0.2	7%[57.1 µM]	1%
O=C(CN1CCN(c2cnn(-c3ccccc3)c(=O)c2Cl)CC1)NC1CCS(=O)(=O)C1 (configuration not stated)	12	-3%	-7%	-8	4%	-0.3	-0.5	-3%	-6%
CC(/C=N/NC(=O)c1cc(C(C)C)[nH]n1)=C\c1ccccc1	-8	3%	-17%	10	-6%	-1.1	-0.8	-3%	3%
Cc1ccc2cc(CN(Cc3cccs3)Cc3nnnn3CC3CCCO3)c(=O)[nH]c2c1 (configuration not stated)	-7	0%	-4%	0	2%	0.3	-0.6	2%	-2%
Cc1cc(-n2c(C)cc(C(=O)CN3C(=O)C(=O)N(C)C3=O)c2C)no1	nt	26%	-4%	nt	-4%	nt	nt	0%	-8%
COc1ccc(-c2c(-c3ccc(O)cc3O)n[nH]c2C)cc1OC	3	12%	-10%	4	3%	1.4	0.0	10%[57.1 µM]	-7%
CC(O)(CS(=O)(=O)Cc1ccccc1)c1ccc(Cl)cc1 (configuration not stated)	-5	18%	-17%	17	-3%	-0.6	-1.7	5%	-1%
O=Cc1c(NCc2ccccc2)c2ccccc2[nH]c1=O	nt	15%	-20%	-8	12%	nt	0.0	-2%	-5%
CCCc1cc(=O)oc2c3c(ccc12)OCN(Cc1ccccc1OC)C3	nt	22µM*	-31%	0	4%	6.3	0.0	nt	6%
O=C(O)C(Cc1ccnc2ccccc12)=NO	nt	-1%[11.4 µM]	-20%	nt	5%	nt	nt	-9%[11.4 µM]	6%
N/C(=N\OC(=O)N1c2ccccc2Sc2ccccc21)c1ccc(Br)cc1	-14	-11%	-13%	3	1%	-1.8	-0.5	-14%	4%
CCOc1ccc(CCNC(=O)Cn2ncn3nc(-c4ccc(OC)cc4)cc3c2=O)cc1OCC	-20	-10%	-10%	20	4%	-1.7	0.9	-4%	-4%
Cc1ccc(C)c(N2N=C(C(=O)Nc3nccs3)CCC2=O)c1	23	21%[57.1 µM]	-12%	7	-1%	1.0	-0.4	8%[57.1 µM]	-5%
O=[N+]([O-])C(=C1Nc2ccccc2N1)/C(Cl)=C(/Cl)Br	10	?	-1%	1	2%	-0.9	0.3	-3%	60%[activator]
CCCn1c(N)c(N(CCOC)C(=O)C(C)Oc2ccc(F)cc2)c(=O)[nH]c1=O (configuration not stated)	-23	-2%[57.1 µM]	-21%	0	-8%	0.9	0.3	0%[57.1 µM]	-9%
CCOc1ccc(N2C(=O)CC(Sc3nc(C)cc(C)n3)C2=O)cc1 (configuration not stated)	7	19%	3%	-3	6%	0.2	1.3	12%	-3%
CCOC(=O)c1sc(NC(=O)c2cc(-c3cccc(O)c3)on2)c(C(=O)OCC)c1C	-5	5%	-12%	-3	-14%	0.0	-0.3	3%	4%
Cc1cc(C)n(CCCNC(=O)c2ccc3c(c2)NC(=O)CS3)n1	-13	-5%	2%	-2	8%	1.5	0.0	-2%	1%
COc1ccc(/C=N/NC(=O)c2ccc(N)cc2)cc1Cn1cc([N+](=O)[O-])cn1	-6	1%	-9%	4	-2%	-0.7	-1.9	-8%	?
O=C(Nc1nc2c(s1)CCCC2)C1COc2ccccc2O1 (configuration not stated)	-10	7%	?	1	4%	-0.7	0.2	-2%	-1%
CC1CCN(CCCNC(=O)c2cc3c(Cl)nc4ccccc4c3s2)CC1	-17	8%	-24%	3	1%	2.0	1.8	-2%	2%
COc1ccc2ccccc2c1/C=N/n1cnnc1	0	-4%	6%	-2	6%	-0.3	-0.1	-10%	5%
O=C(Cn1nnc(-c2ccccc2F)n1)Nc1ccc(C(=O)N2CCOCC2)cc1	7	24%[57.1 µM]	-11%	-1	6%	1.1	0.1	2%[57.1 µM]	-2%
CCN(C(=O)CSc1nc(-c2ccc(C(C)C)cc2)no1)c1cccc(C)c1	nt	13%[57.1 µM]	?	-7	-21%	1.6	1.8	-6%[57.1 µM]	22%
CCn1c(=O)c(C(=O)Nc2ncccc2O)c(O)c2ccccc21	-3	5%[57.1 µM]	-23%	6	-1%	0.4	0.2	-5%	1%

At a glance, 2 of the compounds above:
SMILES	D2 antag	TrxR1 inh	USP1 inh	TRHR enhancer	IDH1 R132H inh	D2 agonist	TRHR agonist	TrxR1 substrate	Pin1 inh
CCN(C(=O)CSc1nc(-c2ccc(C(C)C)cc2)no1)c1cccc(C)c1	nt	13%[57.1 µM]	?	-7	-21%	1.6	1.8	-6%[57.1 µM]	22%
CCn1c(=O)c(C(=O)Nc2ncccc2O)c(O)c2ccccc21	-3	5%[57.1 µM]	-23%	6	-1%	0.4	0.2	-5%	1%

(list continues)
SMILES	D2 antag	TrxR1 inh	USP1 inh	TRHR enhancer	IDH1 R132H inh	D2 agonist	TRHR agonist	TrxR1 substrate	Pin1 inh
C=CCn1c(C)cc(C2=NNC(=NCC)SC2)c1C	-1	-26%	-6%	5	0%	-0.1	0.5	-10%	0%
CCCOc1ccc(C(=O)CCNC(Cc2c[nH]c3ccccc23)C(=O)O)cc1 (configuration not stated)	4	1.8µM*	-13%	1	4%	1.8	4.1	3%	4%
O=C(/C=C/c1ccncc1)c1ccc2c(c1)OCCO2	-6	?	-12%	0	-7%	0.6	0.8	-4%	-1%
CCOc1ccccc1C(=O)Nc1cc(C(=O)NCC(C)C)ccc1Cl	-2	nt	nt	13	nt	-2.0	-0.6	nt	nt
CC(=O)c1cc(-c2ccc(F)cc2)n(CCC(=O)Nc2cc(C)[nH]n2)c1C	nt	2%[57.1 µM]	-2%	1	1%	nt	0.5	-13%	-8%
Cc1cc(NC(=O)CCOc2ccc(F)cc2)no1	-13	14µM*	-20%	-2	8%	-0.3	-1.8	6%	-1%
O=S1(=O)N(Cc2ccccc2F)CCCN1Cc1c(F)cccc1Cl	-1	8%[57.1 µM]	-12%	10	1%	-0.2	1.1	8%[57.1 µM]	0%
NC(=O)CC(NC(=O)c1cccc(Br)c1)c1ccc(NC2CCCCCCCCCCC2)c([N+](=O)[O-])c1 (configuration not stated)	-13	9%[57.1 µM]	-18%	-5	2%	0.7	0.4	7%[57.1 µM]	-6%
CCOC(=O)c1c(C)[nH]c(CCC(=O)Nc2ccccc2C(=O)OC)c1C	nt	-2%[57.1 µM]	-11%	-4	-14%	0.1	-0.4	-2%[57.1 µM]	2%
CCOc1ccc(NC(=S)Nc2ccccc2C2CC2)cc1	16	-28%	-9%	-1	7%	-2.5	-0.4	-1%	-9%
Cc1ccc(OCC(=O)OCc2cc(=O)n3nc(C4CC4)sc3n2)cc1	nt	1%[57.1 µM]	-2%	-7	3%	nt	-0.3	-2%[57.1 µM]	5%
CCN(CC)CCn1nc2c3c(cccc3c1=O)-c1ccccc1-2	-4	15%	-20%	10	8%	-0.3	0.0	13%	-1%
Nc1c(N(CCC2=CCCCC2)C(=O)Cc2ccc(F)cc2)c(=O)[nH]c(=O)n1Cc1ccccc1	11	19%	-21%	3	-1%	3.7	4.3	8%	15%
c1ccc(-c2c[n+]3c(n2-c2ccccc2)SCC3)cc1	0	-3%	-1%	-4	0%	0.4	0.2	-4%	10%
